Insulin prom up – MIN6 insulin promoter up-regulation. 190,000 tested, 0.3% active. z-score at 5 µM. MIN6 insulin promoter-GFP reporter, high-content imaging; hits give high values;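 active means z-score above 3 at 5 µM with at least 500 cells counted in the well; inconclusive means wells under 500 cells, flagged as cytotoxic or low count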
Yfh1-depleted yeast – mitochondrial function rescue without frataxin homolog – Friedreich's ataxia, plus single-dose screen, dose response (AID 1465); 220,000 tested, 0.074% active; fold induction at 50 µM, or EC50 in µM where a hit was titrated; S. cerevisiae Yfh1-off respiration, WST-1 reduction, 72 h; higher fold induction means a stronger effect;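 active means fold induction of absorbance versus untreated yeast above a set limit, then at least 30% activation at any dose in follow-up; inconclusive means repeats straddling the limit, or above it without dose testing; inactive means fold induction below the set limit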;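 further: activators that raise dye reduction in frataxin-depleted yeast; strong numbers were not always called active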
M1AAP inhibition – malaria alanyl aminopeptidase activity blockers – biochemical, fluorogenic H-Leu-NHMec substrate, 1536-well (AID 1445) | 220,000 tested, 0.42% active | inhibition, % at 30 µM, or IC50 in µM where a hit was titrated | recombinant M1AAP, H-Leu-NHMec fluorogenic kinetic assay; higher % means a stronger effect;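 active means primary inhibition above the hit cutoff, then over 50% inhibition at one or more dose response concentrations, cut at about 23% in these data, passing the limit was not always enough; inconclusive means conflicting primary data, or primary hits not chosen for dose response; inactive means low primary inhibition, or under 50% at every dose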;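 further: plate controls were DMSO full reaction for no effect and no enzyme background for full effect; strong numbers were not always called active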
Autophagy HCS – modulators of autophagy; MEF GFP-LC3 puncta imaging; test concentration mostly 10 µM; calls only at 10 µM (by protocol); 190,000 tested, 0.98% active; AID 463193;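 active means percentage of spot-positive cells more than 3 SD above its plate mean, without a fluorescence outlier flag or 80% toxicity; inconclusive means no clear call, values can overlap the other calls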;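 further: spot-positive cell cutoff set from DMSO-treated cells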
Dynein cargo inh – dynein cargo transport inhibition; 3617.4 mouse cells, GR-EGFP nuclear translocation imaging; test concentration mostly 20 µM; stimulated with dexamethasone, 1 µM; hits give low values; z-score, hits read low; 220,000 tested, 0.47% active; AID 1381;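 active means plate z-score of nuclear minus cytoplasmic receptor signal below a set negative limit, without overly bright fluorescence or cell loss, cut at about -3.5 in these data, passing the limit was not always enough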;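 further: z-score of nuclear minus cytoplasmic ring GR-EGFP intensity difference per well; some compounds called inactive have numbers as strong as hits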
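Buffer or medium: tet-free medium with charcoal-stripped serum / Also added: dexamethasone agonist, 1.0 µM final, for 30 min / Timing: induction 48 h, compound 1 h, agonist 30 min / Measured by: high-content fluorescence imaging after fixation / Read-out: nuclear-to-cytoplasmic GR-EGFP distribution per well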
ER stress rescue – rescue of cells from ER stress-induced death, primary screen, 384-well, CSM14.1, thapsigargin, ATP luminescence (AID 1222) | CSM14.1 thapsigargin-induced death rescue, ATP luminescence; higher % means a stronger effect | one-dose cellular ATP content (survival), % at 20 µM; EC50 in µM for titrated hits | 190,000 tested, under 10 active;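 active means EC50 below 50 µM in the dose-response confirmation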;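 further: death triggered by thapsigargin at about 15 µM added after 2 h compound pretreatment; cell ATP read after overnight thapsigargin exposure of roughly 18 to 22 hours; normalized against plate controls of thapsigargin alone and 5% DMSO vehicle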
MT stabilizer – stabilizes microtubules in HeLa cells; % tubulin-high responders, % at 10 µM; AID 2205; 200,000 tested, 0.83% active; HeLa tubulin immunostaining HCS, 24 h; share of cells brighter than vehicle mean+2SD;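 active means plate Z-score above 3 for both tubulin-high and condensed-nucleus cell shares, with cell loss under 80%, at 10 µM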;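 further: anti alpha tubulin signal scored within the nucleus-defined area of each cell; some results filed as inactive read as strong as hits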
Lipid droplet – hepatic lipid droplet formation modulation. 240,000 tested, 0.4% active. AML12 mouse hepatocytes, oleate lipid droplets, BODIPY imaging. AID 1656. inhibition, % at 6.5 µM;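 active means lipid droplet intensity inhibited by at least 50%, with more than 500 cells counted; inconclusive means wells with under 300 cells, treated as cytotoxic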
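Material – mouse AML12 hepatocyte cell line, fixed after treatment · Compound dosing – one dose, 6.5 µM compound · Times – compound with oleate, overnight · Measured by – Image-based BODIPY and DAPI two-channel analysis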
P. falciparum M17LAP – P. falciparum M17LAP inhibitors, primary screen, biochemical, fluorogenic H-Leu-NHMec substrate, 1536-well (AID 1619); 220,000 tested, 0.38% active; inhibition, % at 30 µM, or IC50 in µM where a hit was titrated; recombinant M17LAP, H-Leu-NHMec fluorogenic kinetic assay; higher % means a stronger effect;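 active means compound inhibiting the enzyme by more than half at any dose during confirmatory dose-response retesting; inconclusive means strong single-dose inhibitors picked by rank but not retested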;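 further: plate controls were full reaction with DMSO carrier for no effect and no enzyme background for full effect; strong numbers were not always called active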
Dynein cargo inh cytoplasmic EGFP – further read-out of Dynein cargo inh, marked with its call; z-score; measured here: cytoplasmic GR-EGFP intensity; hits give high values
Dynein cargo inh nuclear GR-EGFP – also measured in Dynein cargo inh; calls as there; z-score; measured here: nuclear GR-EGFP intensity;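 lower value marks the stronger effect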
Dynein cargo inh cell count – further read-out of Dynein cargo inh, marked with its call; z-score; measured here: cell count per field
Insulin prom up cell count – also measured in Insulin prom up; calls as there; cell count; measured here: cytotoxicity, nuclei count;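 total cells summed across four imaged fields per well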
Lipid droplet cells 6.5 µM – also measured in Lipid droplet; calls as there; cell count; measured here: cell count, cytotoxicity flag;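 cells counted across two imaged fields per well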
MT stabilizer Hoechst-high % – further read-out of MT stabilizer, marked with its call; % Hoechst-high responders; measured here: nuclear condensation Hoechst responders;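 share of cells brighter than vehicle mean plus two SD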
MT stabilizer cytotoxicity % – second read-out of MT stabilizer, no call of its own (marks repeat the call); toxicity, %; measured here: cytotoxicity by cell density;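 0% = mean cell density of plate MIN control wells and 100% = no cells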
Autophagy HCS cell loss 18 h – also measured in Autophagy HCS; calls as there; toxicity, %; measured here: cell loss, nuclei count;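 cell loss after 18 h compound exposure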
Starred values were filed as active, the others as inactive.

For C=CCN1C(=O)/C(=C/C(=O)OC)S/C1=N\NC(=O)c1ccccc1 the results were Insulin prom up -0.21, Yfh1-depleted yeast inactive, M1AAP inhibition 3%, Dynein cargo inh -0.98, Lipid droplet 2, P. falciparum M17LAP -5%, Dynein cargo inh cytoplasmic EGFP -0.25, Dynein cargo inh nuclear GR-EGFP -0.58, Dynein cargo inh cell count 1.5, Insulin prom up cell count 952 and Lipid droplet cells 6.5 µM 783.
COc1ccc(-c2cc(C(F)F)n3ncc(C(=O)Nc4cnn(Cc5ccccc5)c4)c3n2)cc1 was read as Insulin prom up -0.1, M1AAP inhibition 0%, Autophagy HCS inactive, Dynein cargo inh -0.52, ER stress rescue -1.8%, MT stabilizer 3.3, Lipid droplet -10, P. falciparum M17LAP -1%, Dynein cargo inh cytoplasmic EGFP -0.17, Dynein cargo inh nuclear GR-EGFP 0.02, Dynein cargo inh cell count 0.53, Insulin prom up cell count 1356, Lipid droplet cells 6.5 µM 664, MT stabilizer Hoechst-high % 2.7, MT stabilizer cytotoxicity % 6.8 and Autophagy HCS cell loss 18 h 19.
COC(=O)CSc1nnc(-c2cccs2)n1-c1ccc(Cl)cc1 was read as Insulin prom up -1.2, Yfh1-depleted yeast inactive, M1AAP inhibition 4%, Autophagy HCS inactive, Dynein cargo inh -0.65, ER stress rescue -2.5%, MT stabilizer 2.7, Lipid droplet 3, P. falciparum M17LAP 15%, Dynein cargo inh cytoplasmic EGFP -0.07, Dynein cargo inh nuclear GR-EGFP -0.0069, Dynein cargo inh cell count -0.054, Insulin prom up cell count 1288, Lipid droplet cells 6.5 µM 758, MT stabilizer Hoechst-high % 0.3, MT stabilizer cytotoxicity % 47 and Autophagy HCS cell loss 18 h -4.
For O=C(NCc1ccc(Cl)cc1)c1cnccn1 the results were Insulin prom up 0.6, Yfh1-depleted yeast inactive, M1AAP inhibition 0%, Autophagy HCS inactive, Dynein cargo inh -0.46, ER stress rescue -0.9%, MT stabilizer 2.8, P. falciparum M17LAP 6%, Dynein cargo inh cytoplasmic EGFP -0.16, Dynein cargo inh nuclear GR-EGFP 0.038, Dynein cargo inh cell count 0.18, Insulin prom up cell count 1354, MT stabilizer Hoechst-high % 1.3, MT stabilizer cytotoxicity % 3.1 and Autophagy HCS cell loss 18 h -8.
`Nc1cc(S(=O)(=O)Nc2ccc(Cl)cc2)ccc1N1CCOCC1` gave Insulin prom up -1.7, Yfh1-depleted yeast inactive, M1AAP inhibition 9%, Dynein cargo inh -0.6, Lipid droplet -10, P. falciparum M17LAP 8%, Dynein cargo inh cytoplasmic EGFP -0.15, Dynein cargo inh nuclear GR-EGFP -0.16, Dynein cargo inh cell count 0.27, Insulin prom up cell count 740 and Lipid droplet cells 6.5 µM 690.
Screening CCOc1ccc(-n2nnc3c(=O)n(CC(=O)N4CCCc5ccccc54)cnc32)cc1 returned Insulin prom up -0.11, Yfh1-depleted yeast inactive, M1AAP inhibition 3%, Dynein cargo inh 0.056, MT stabilizer 5.1, Lipid droplet -18, P. falciparum M17LAP -4%, Dynein cargo inh cytoplasmic EGFP -0.19, Dynein cargo inh nuclear GR-EGFP 0.36, Dynein cargo inh cell count -0.27, Insulin prom up cell count 1507, Lipid droplet cells 6.5 µM 602, MT stabilizer Hoechst-high % 2.3 and MT stabilizer cytotoxicity % 4.7.
For Cc1cnc(NC(=O)c2ccc(OCC3CCCO3)cc2)s1 (centres undefined) the results were Insulin prom up -0.3, Yfh1-depleted yeast inactive, M1AAP inhibition 1%, Autophagy HCS inactive, Dynein cargo inh 0.47, ER stress rescue -3.0%, MT stabilizer 3.2, Lipid droplet -5, P. falciparum M17LAP 14%, Dynein cargo inh cytoplasmic EGFP 0.0021, Dynein cargo inh nuclear GR-EGFP 0.62, Dynein cargo inh cell count -1.9, Insulin prom up cell count 1411, Lipid droplet cells 6.5 µM 717, MT stabilizer Hoechst-high % 2.5, MT stabilizer cytotoxicity % 1.3 and Autophagy HCS cell loss 18 h 3.
For CCC(=O)NC(NC(=S)Nc1ccccc1Br)C(Cl)(Cl)Cl (centres undefined) the results were Insulin prom up 0.09, Yfh1-depleted yeast inactive, M1AAP inhibition 9%, Autophagy HCS inactive, Dynein cargo inh -0.52, ER stress rescue -2.6%, MT stabilizer 3.0, Lipid droplet -4, P. falciparum M17LAP -18%, Dynein cargo inh cytoplasmic EGFP -0.33, Dynein cargo inh nuclear GR-EGFP -0.63, Dynein cargo inh cell count 0.8, Insulin prom up cell count 1413, Lipid droplet cells 6.5 µM 609, MT stabilizer Hoechst-high % 2.7, MT stabilizer cytotoxicity % 3.2 and Autophagy HCS cell loss 18 h -9.
`O=C(COc1nncc2ccccc12)Nc1ccc(Br)cc1F` gave Insulin prom up 0.14, Yfh1-depleted yeast inactive, M1AAP inhibition 5%, Autophagy HCS inactive, Dynein cargo inh -0.89, ER stress rescue -0.7%, MT stabilizer 10.0, Lipid droplet -1, P. falciparum M17LAP -1%, Dynein cargo inh cytoplasmic EGFP -0.26, Dynein cargo inh nuclear GR-EGFP -0.21, Dynein cargo inh cell count 0.41, Insulin prom up cell count 1295, Lipid droplet cells 6.5 µM 719, MT stabilizer Hoechst-high % 1.8, MT stabilizer cytotoxicity % 11 and Autophagy HCS cell loss 18 h -4.
For CN(C)S(=O)(=O)c1cccc(COC(=O)c2ccc(Cl)cc2O)c1 the results were Insulin prom up -0.08, Yfh1-depleted yeast inactive, Dynein cargo inh 0.25, Lipid droplet -8, Dynein cargo inh cytoplasmic EGFP -0.7, Dynein cargo inh nuclear GR-EGFP -0.055, Dynein cargo inh cell count -0.58, Insulin prom up cell count 1092 and Lipid droplet cells 6.5 µM 698.
Screening Cc1cccc(OCCC(=O)Nc2cc(S(=O)(=O)N3CCCCC3)ccc2N2CCOCC2)c1 returned Insulin prom up 0.65, Yfh1-depleted yeast inactive, M1AAP inhibition 8%, Autophagy HCS inactive, Dynein cargo inh -0.4, ER stress rescue -0.1%, MT stabilizer 2.0, Lipid droplet 11, P. falciparum M17LAP 10%, Dynein cargo inh cytoplasmic EGFP -0.37, Dynein cargo inh nuclear GR-EGFP 0.15, Dynein cargo inh cell count 0.73, Insulin prom up cell count 1199, Lipid droplet cells 6.5 µM 702, MT stabilizer Hoechst-high % 4.6, MT stabilizer cytotoxicity % 7.6 and Autophagy HCS cell loss 18 h -9.
Screening Cc1ccsc1/C=N/Nc1nc(=O)[nH]nc1C returned Insulin prom up -0.75, Yfh1-depleted yeast inactive, M1AAP inhibition inconclusive, Autophagy HCS inactive, Dynein cargo inh -0.84, ER stress rescue -8.0%, MT stabilizer 2.6, Lipid droplet 11, P. falciparum M17LAP 15%, Dynein cargo inh cytoplasmic EGFP -0.37, Dynein cargo inh nuclear GR-EGFP -0.52, Dynein cargo inh cell count 0.4, Insulin prom up cell count 1259, Lipid droplet cells 6.5 µM 654, MT stabilizer Hoechst-high % 2.4, MT stabilizer cytotoxicity % 3.2 and Autophagy HCS cell loss 18 h 14.
Screening CN(C)CCCNc1oc(-c2ccccc2)nc1C#N returned Insulin prom up 0.51, Yfh1-depleted yeast inactive, M1AAP inhibition 6%, Autophagy HCS inactive, Dynein cargo inh 0.43, ER stress rescue -0.3%, MT stabilizer 3.8, P. falciparum M17LAP -52%, Dynein cargo inh cytoplasmic EGFP -0.092, Dynein cargo inh nuclear GR-EGFP 0.69, Dynein cargo inh cell count -0.001, Insulin prom up cell count 1095, MT stabilizer Hoechst-high % 2.1, MT stabilizer cytotoxicity % 8.2 and Autophagy HCS cell loss 18 h 4.
Screening COC(=O)c1cccc(-n2c(CCC(=O)O)ccc2-c2cccs2)c1 returned Insulin prom up -0.29, Yfh1-depleted yeast inactive, M1AAP inhibition 22%, Dynein cargo inh 0.81, Lipid droplet -9, P. falciparum M17LAP 6%, Dynein cargo inh cytoplasmic EGFP -0.19, Dynein cargo inh nuclear GR-EGFP 0.037, Dynein cargo inh cell count -0.033, Insulin prom up cell count 1388 and Lipid droplet cells 6.5 µM 694.
`Cn1nc(OCC(=O)O)cc1C(F)(F)F` gave Insulin prom up 0.31, Yfh1-depleted yeast inactive, M1AAP inhibition -3%, Dynein cargo inh -0.45, Lipid droplet 7, P. falciparum M17LAP -8%, Dynein cargo inh cytoplasmic EGFP -0.23, Dynein cargo inh nuclear GR-EGFP -0.26, Dynein cargo inh cell count 0.74, Insulin prom up cell count 1315 and Lipid droplet cells 6.5 µM 729.
Nc1[nH]n(-c2ccccc2)c(=O)c1N=Nc1ccc2ncsc2c1 was read as Insulin prom up -1.3, Yfh1-depleted yeast inactive, M1AAP inhibition 12%, Dynein cargo inh -0.55, Lipid droplet 0, P. falciparum M17LAP -3%, Dynein cargo inh cytoplasmic EGFP -0.17, Dynein cargo inh nuclear GR-EGFP -0.24, Dynein cargo inh cell count 0.29, Insulin prom up cell count 1078 and Lipid droplet cells 6.5 µM 616.
`COc1ccc(N2CCN(C(=O)C(Cc3ccccc3)n3cccc3)CC2)cc1` (centres undefined) gave Insulin prom up 0.21, Yfh1-depleted yeast inactive, M1AAP inhibition 18%, Autophagy HCS inactive, Dynein cargo inh -1, ER stress rescue 9.3%, MT stabilizer 2.8, P. falciparum M17LAP 20%, Dynein cargo inh cytoplasmic EGFP -0.2, Dynein cargo inh nuclear GR-EGFP -0.5, Dynein cargo inh cell count 0.46, Insulin prom up cell count 876, MT stabilizer Hoechst-high % 4.8, MT stabilizer cytotoxicity % 8.6 and Autophagy HCS cell loss 18 h 3.

Screens (PubChem BioAssay)
